High-throughput results (PubChem BioAssay)
PLCb3 inh – blocks human PLC-beta3 enzyme activity; Q01970; Purified PLC-beta3, fluorogenic substrate, fluorescence; inhibition, % at 12.2 µM; 370,000 tested, 0.18% active; AID 720704; in the data active means inhibition above about 11%;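 further: 0% = median of compound wells on plate and 100% = full blocker control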
ASAP1 inh – blocks human ASAP1-stimulated Arf1 GTP hydrolysis | GDP FP detection | inhibition, % at 16.5 µM | 360,000 tested, 0.19% active | AID 624377; in the data active means inhibition above about 25%;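 further: 0% = vehicle with enzyme and substrate and 100% = no enzyme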
ARFGAP1 inhibitor – inhibits rat ARF GTPase activating protein 1 | 360,000 tested, 0.26% active | Arfgap1-stimulated ARF1 GTP hydrolysis, GDP FP detection | Q62848 | inhibition, % at 16.5 µM;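 active means inhibition above a per-plate limit, mean inhibition of low control wells plus 3 SD, cut at about 25% in these data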;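 further: 0% = DMSO wells with enzyme and 100% = wells lacking Arfgap1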
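material = rat Arfgap1 catalytic domain, aa 1-136 | also added = human ARF1(Δ1-17)-GTP substrate | compound dosing = one concentration, 16.5 µM, DMSO 1.26% | times = GTP hydrolysis reaction 2 h at 25 °C | measured by = FP, GDP Alexa 633 tracer displaced from anti-GDP antibody, 620/688 nm | evaluation = percent inhibition of Arfgap1-stimulated GTP hydrolysis | replication = single well per compound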
Tn7 DDE FP – disrupts Tn7 cyclic peptide binding to fibrin D-Dimer-E complex; 370,000 tested, 0.13% active; AID 720508; P02675; FP displacement of FITC-Tn7 peptide from fibrin DD(E); 0% = median of compound wells per plate; inhibition, % at 8.3 µM;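 active means inhibition above the mean of compounds falling within the control limits plus 3 SD of them, cut at about 14% in these data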;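 further: 0% = plate median of compound wells and 100% = 10 µM Aha-Tn7 peptide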
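System: human fibrin DD(E); quantity: Fibrin-DD(E) at 2 µM final; also added: fluorescent Tn7 probe at 0.1 µM; compound dosing: single nominal test concentration of 8.3 µM per compound; schedule: 10 min preincubation, 3 h with tracer, room temperature; detection: fluorescence polarization of the labelled Tn7 tracer; repeats: one replicate per compound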
PLCg1 inh – blocks human PLC-gamma1 enzyme activity; 370,000 tested, 0.84% active; inhibition, % at 12.2 µM; P19174; purified PLC-gamma1, fluorogenic substrate, fluorescence; in the data active means inhibition above about 9.5%
UHRF1 MBD2 ctr – UHRF1 methyl-DNA binding inhibition. Q96T88. UHRF1 binding to methylated oligo, TR-FRET. inhibition, % at 4.4 µM. 370,000 tested, 0.75% active; in the data active means inhibition above about 21%;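 further: UHRF1 SRA domain binding a hemimethylated CpG hairpin DNA probe; 0% = median of test compound wells and 100% = reference inhibitor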
Tn6 DDE FP – disrupts Tn6 cyclic peptide binding to fibrin D-Dimer-E complex; Fibrin DD(E) TRITC-Tn6 fluorescence polarization displacement; inhibition, % at 8.3 µM; 370,000 tested, 0.21% active; AID 720509;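 active means inhibition above a per-campaign cutoff: mean of compounds within control limits plus 3 SD, cut at about 15% in these data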;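 further: 0% = median of all compound wells on the plate and 100% = blocking peptide control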
Rev-erbA mod – modulates human Rev-erb alpha binding to DNA. P20393. Rev-erbα–FITC-DNA binding, fluorescence polarization, 90 min. activity, % at 10 µM. 370,000 tested, 0.79% active;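 active means activity above about 14%, limit read from the data; passing the limit was not always enough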;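 further: 0% = DMSO wells with 35 nM protein and 100% = DMSO wells with 750 nM protein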
Target sequence (P20393 whole entry, looked up): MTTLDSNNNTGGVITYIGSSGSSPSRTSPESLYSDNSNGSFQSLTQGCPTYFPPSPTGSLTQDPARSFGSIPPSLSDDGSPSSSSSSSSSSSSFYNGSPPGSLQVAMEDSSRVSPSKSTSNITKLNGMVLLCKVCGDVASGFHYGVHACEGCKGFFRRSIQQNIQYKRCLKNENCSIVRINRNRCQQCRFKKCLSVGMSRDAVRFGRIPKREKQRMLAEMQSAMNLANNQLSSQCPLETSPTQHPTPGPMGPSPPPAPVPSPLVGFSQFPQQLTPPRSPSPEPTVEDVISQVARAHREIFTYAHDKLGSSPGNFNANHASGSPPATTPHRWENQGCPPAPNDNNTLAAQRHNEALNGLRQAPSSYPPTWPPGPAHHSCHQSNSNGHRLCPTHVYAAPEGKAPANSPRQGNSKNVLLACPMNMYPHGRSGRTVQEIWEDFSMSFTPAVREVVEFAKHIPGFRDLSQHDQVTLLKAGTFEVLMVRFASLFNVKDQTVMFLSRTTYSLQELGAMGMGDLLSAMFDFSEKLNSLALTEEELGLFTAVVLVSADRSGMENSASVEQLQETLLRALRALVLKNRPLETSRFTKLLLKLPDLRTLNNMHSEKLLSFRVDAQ
proKLK7 act – activators of human kallikrein-7 zymogen | AID 652039 | 370,000 tested, 0.9% active | purified proKLK7, EDANS-DABCYL substrate fluorescence; 100% is mature enzyme control, 0% vehicle | P49862 | activation, % at 7 µM;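 active means activation above the mean of all tested compounds plus 3 SD, computed per campaign excluding outliers beyond control limits, cut at about 13% in these data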
HGIII-sPLA2 inh – Inhibits HGIII-sPLA2 liposome hydrolysis, primary screen; Q9NZ20; QFRET BODIPY PC-A2 liposome hydrolysis, fluorescence; inhibition, % at 12.2 µM; 370,000 tested, 0.56% active;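 active means inhibition above mean plus 3 SD of compounds lying within the high and low control bounds, cut at about 19% in these data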;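 further: 0% = median of test compound wells and 100% = no enzyme DMSO wells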
Target sequence (Q9NZ20 whole entry, looked up): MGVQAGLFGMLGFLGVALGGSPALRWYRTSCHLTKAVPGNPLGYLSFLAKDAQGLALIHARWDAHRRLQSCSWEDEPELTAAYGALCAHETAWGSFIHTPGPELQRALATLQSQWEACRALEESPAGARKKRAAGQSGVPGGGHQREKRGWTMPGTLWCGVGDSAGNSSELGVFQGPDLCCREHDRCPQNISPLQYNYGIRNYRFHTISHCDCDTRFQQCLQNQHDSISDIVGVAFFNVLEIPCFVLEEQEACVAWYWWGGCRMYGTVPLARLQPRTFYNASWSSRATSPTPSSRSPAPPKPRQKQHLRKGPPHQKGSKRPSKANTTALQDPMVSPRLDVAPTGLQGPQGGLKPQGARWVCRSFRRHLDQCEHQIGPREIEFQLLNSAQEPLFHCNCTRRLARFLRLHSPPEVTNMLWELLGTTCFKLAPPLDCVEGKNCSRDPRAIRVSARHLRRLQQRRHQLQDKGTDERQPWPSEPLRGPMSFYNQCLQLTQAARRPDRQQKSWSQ
* hit, by the source's call; & = joins results of further samples.

`CCc1ccccc1NC(=O)C1CCCN1C(=O)Nc1ccc(C)cc1` (centres undefined) gave PLCb3 inh -6, ASAP1 inh 18, ARFGAP1 inhibitor -6, Tn7 DDE FP 7, PLCg1 inh 0, UHRF1 MBD2 ctr 2, Tn6 DDE FP -3, Rev-erbA mod 8, proKLK7 act -0.1 and HGIII-sPLA2 inh -1.
`COC(=O)C1CN(Cc2ccc(F)cc2)CCS(=O)(=O)N1Cc1ccccc1` (centres undefined) gave PLCb3 inh 6, Tn7 DDE FP -5, PLCg1 inh 5, UHRF1 MBD2 ctr 2, Tn6 DDE FP 0, Rev-erbA mod -1, proKLK7 act -0.5 and HGIII-sPLA2 inh 3.
For O=C(O)/C=C/C(=O)N1CCN(Cc2ccc3c(c2)OCO3)CC1 the results were PLCb3 inh 1, ASAP1 inh -4, ARFGAP1 inhibitor 11, Tn7 DDE FP 3, PLCg1 inh 4, UHRF1 MBD2 ctr -1, Tn6 DDE FP 3, Rev-erbA mod -5, proKLK7 act 0.1 and HGIII-sPLA2 inh 4.
For Cc1ccc2cc(C(c3nnnn3C3CCCC3)N(Cc3cccnc3)Cc3ccco3)c(=O)[nH]c2c1 (centres undefined) the results were PLCb3 inh -26, ASAP1 inh 1, ARFGAP1 inhibitor 5, Tn7 DDE FP -10, PLCg1 inh -23, UHRF1 MBD2 ctr -7, Tn6 DDE FP 0, Rev-erbA mod 0, proKLK7 act -0.3 and HGIII-sPLA2 inh -5.
For CCc1nc(Nc2ccc(N3CCN(C(C)=O)CC3)cc2)c2oc3ccccc3c2n1 the results were PLCb3 inh -128, ASAP1 inh -10, ARFGAP1 inhibitor -2, Tn7 DDE FP 6, PLCg1 inh -115, UHRF1 MBD2 ctr 1, Tn6 DDE FP -12, Rev-erbA mod 3, proKLK7 act 1.7 and HGIII-sPLA2 inh 3.
Screening COc1ccc2[nH]c3ccc(OC)cc3c2c1 returned PLCb3 inh -5, ASAP1 inh -3, ARFGAP1 inhibitor -9, Tn7 DDE FP 3, PLCg1 inh -6, UHRF1 MBD2 ctr 15, Tn6 DDE FP -4, Rev-erbA mod 6, proKLK7 act -0.5 and HGIII-sPLA2 inh 7.
For Cc1ccc(C(=O)N2CCc3ccccc3C2)cc1S(=O)(=O)N1CCOCC1 the results were PLCb3 inh -5, ASAP1 inh 4, ARFGAP1 inhibitor 0, Tn7 DDE FP 5, PLCg1 inh 0, UHRF1 MBD2 ctr -3, Tn6 DDE FP -1, Rev-erbA mod -3, proKLK7 act 0.7 and HGIII-sPLA2 inh 1.
Screening CN(C(=O)c1ccc(NC(=O)Cc2ccc(NC(=O)C3CCCN(C(=O)C4CCC4)C3)cc2)cc1)C1CCCC1 (centres undefined) returned PLCb3 inh 3, ASAP1 inh 0, ARFGAP1 inhibitor -9, Tn7 DDE FP -2, PLCg1 inh 4, UHRF1 MBD2 ctr 4, Tn6 DDE FP -4, Rev-erbA mod -8, proKLK7 act -0.3 and HGIII-sPLA2 inh -2.
CN(C)CCN1CCc2ccccc21 was read as PLCb3 inh -3, ASAP1 inh -17, ARFGAP1 inhibitor -3, Tn7 DDE FP 0, PLCg1 inh -5, UHRF1 MBD2 ctr 0, Tn6 DDE FP -2, Rev-erbA mod -1, proKLK7 act 0.3 and HGIII-sPLA2 inh -4.
`CCC(C)Sc1cccc(-c2nc3cc(C)ccn3c2NCc2ccccc2)c1` (centres undefined) gave PLCb3 inh inactive, ASAP1 inh -9&10, ARFGAP1 inhibitor 6&0, Tn7 DDE FP 9&-5, PLCg1 inh inactive, UHRF1 MBD2 ctr 3&0, Tn6 DDE FP -14&-3, Rev-erbA mod 7&-10, proKLK7 act -98&-8.0 and HGIII-sPLA2 inh 1&11.
For Cc1ccc(C)n1-n1c(C)nc2scc(-c3ccccc3)c2c1=O the results were PLCb3 inh 2, ASAP1 inh 5, ARFGAP1 inhibitor 0, Tn7 DDE FP -5, PLCg1 inh -3, UHRF1 MBD2 ctr 0, Tn6 DDE FP 6, Rev-erbA mod 2, proKLK7 act 0.1 and HGIII-sPLA2 inh -16.
For CCCCCNC(=O)C(C)NS(=O)(=O)c1ccc(OC)cc1 (centres undefined) the results were PLCb3 inh 4, ASAP1 inh -12, ARFGAP1 inhibitor 4, Tn7 DDE FP -5, PLCg1 inh 5, UHRF1 MBD2 ctr -3, Tn6 DDE FP 2, Rev-erbA mod 3, proKLK7 act -0.5 and HGIII-sPLA2 inh 6.

The final two entries of the part above open the next one.
For Cc1ccc(C)n1-n1c(C)nc2scc(-c3ccccc3)c2c1=O the results were PLCb3 inh 2, ASAP1 inh 5, ARFGAP1 inhibitor 0, Tn7 DDE FP -5, PLCg1 inh -3, UHRF1 MBD2 ctr 0, Tn6 DDE FP 6, Rev-erbA mod 2, proKLK7 act 0.1 and HGIII-sPLA2 inh -16.
For CCCCCNC(=O)C(C)NS(=O)(=O)c1ccc(OC)cc1 (centres undefined) the results were PLCb3 inh 4, ASAP1 inh -12, ARFGAP1 inhibitor 4, Tn7 DDE FP -5, PLCg1 inh 5, UHRF1 MBD2 ctr -3, Tn6 DDE FP 2, Rev-erbA mod 3, proKLK7 act -0.5 and HGIII-sPLA2 inh 6.
Screening O=C(CCCCCN1C(=O)c2cccc3cccc(c23)C1=O)NCc1cccnc1 returned PLCb3 inh -1, ASAP1 inh 4, ARFGAP1 inhibitor -6, Tn7 DDE FP -5, PLCg1 inh -3, UHRF1 MBD2 ctr 1, Tn6 DDE FP 2, Rev-erbA mod -4, proKLK7 act 0.5 and HGIII-sPLA2 inh -3.
Cc1ccc(NC(=O)CCSc2nnc(-c3ccco3)o2)cc1 was read as PLCb3 inh -2, ASAP1 inh 6, ARFGAP1 inhibitor 16, Tn7 DDE FP 3, PLCg1 inh 1, UHRF1 MBD2 ctr -2, Tn6 DDE FP 8, Rev-erbA mod 1, proKLK7 act 0.4 and HGIII-sPLA2 inh 0.
For Cc1ccc(S(=O)(=O)NCc2ccccc2)cc1 the results were PLCb3 inh -7, ASAP1 inh -3, ARFGAP1 inhibitor 4, Tn7 DDE FP 4, PLCg1 inh -2, UHRF1 MBD2 ctr 1, Tn6 DDE FP 5, Rev-erbA mod 2, proKLK7 act -0.2 and HGIII-sPLA2 inh -3.
`CCOc1ccccc1C(=O)Nc1ccccc1O` gave PLCb3 inh 0, ASAP1 inh 5, ARFGAP1 inhibitor -9, Tn7 DDE FP -1, PLCg1 inh -2, UHRF1 MBD2 ctr 2, Tn6 DDE FP -4, Rev-erbA mod 6, proKLK7 act -0.4 and HGIII-sPLA2 inh -13.
CCc1ccc(C(=O)NNC(=O)c2cccc(S(=O)(=O)N3CCN(C)CC3)c2)cc1 was read as PLCb3 inh 1, ASAP1 inh 0, ARFGAP1 inhibitor -13, Tn7 DDE FP 2, PLCg1 inh -1, UHRF1 MBD2 ctr 2, Tn6 DDE FP 9, Rev-erbA mod -2, proKLK7 act -0.3 and HGIII-sPLA2 inh -8.
`CC(Sc1nnc(NC2CCCCC2)s1)C(=O)N1CCOCC1` (centres undefined) gave PLCb3 inh -1, ASAP1 inh 8, ARFGAP1 inhibitor 4, Tn7 DDE FP -4, PLCg1 inh -1, UHRF1 MBD2 ctr 2, Tn6 DDE FP -3, Rev-erbA mod 4, proKLK7 act -0.2 and HGIII-sPLA2 inh 1.
O=C(C1COc2ccccc2O1)N1CCN(c2ccc(F)cc2)CC1 (centres undefined) was read as PLCb3 inh -2, ASAP1 inh -3, ARFGAP1 inhibitor -3, Tn7 DDE FP 3, PLCg1 inh -2, UHRF1 MBD2 ctr -2, Tn6 DDE FP -2, Rev-erbA mod -6, proKLK7 act 0.8 and HGIII-sPLA2 inh 1.
For Cc1ccccc1Cn1cc(NC(=O)c2cc(-c3ccco3)on2)cn1 the results were PLCb3 inh -7, ASAP1 inh -7, ARFGAP1 inhibitor -6, Tn7 DDE FP 2, PLCg1 inh 0, UHRF1 MBD2 ctr 0, Tn6 DDE FP 1, Rev-erbA mod 0, proKLK7 act -0.6 and HGIII-sPLA2 inh -2.
For CN(CCc1ccccc1)C(=O)c1ccc(NC(=O)Cc2ccc(NC(=O)C3CCCN(C(=O)C4CCCCC4)C3)cc2)cc1 (centres undefined) the results were PLCb3 inh 4, ASAP1 inh 4, ARFGAP1 inhibitor -2, Tn7 DDE FP 2, PLCg1 inh 0, UHRF1 MBD2 ctr -1, Tn6 DDE FP 0, Rev-erbA mod 1, proKLK7 act 0.7 and HGIII-sPLA2 inh -32.
Screening COc1ccc(OC)c(/C=C/C(=O)NCCc2nc3ccccc3[nH]2)c1 returned PLCb3 inh inactive, ASAP1 inh 3, ARFGAP1 inhibitor 5, Tn7 DDE FP -4, PLCg1 inh inactive, UHRF1 MBD2 ctr -4, Tn6 DDE FP -4, Rev-erbA mod -4, proKLK7 act 49* and HGIII-sPLA2 inh -8.
`CCCCN1CCN(C(=O)c2ccc(CNC(=O)c3cccc(Br)c3)cc2)CC1` gave PLCb3 inh 6, Tn7 DDE FP -7, PLCg1 inh 3, UHRF1 MBD2 ctr -2, Tn6 DDE FP 12, Rev-erbA mod -2, proKLK7 act 0.1 and HGIII-sPLA2 inh -11.
For CC(C)CC(=O)Nc1ccnn1C1CCN(C(=O)c2ccccc2F)CC1 the results were PLCb3 inh -7, ASAP1 inh -5, ARFGAP1 inhibitor 5, Tn7 DDE FP 0, PLCg1 inh 2, UHRF1 MBD2 ctr 1, Tn6 DDE FP 9, Rev-erbA mod 1, proKLK7 act 0.0 and HGIII-sPLA2 inh 0.
Cc1ccccc1N1C(S)=C(C#N)C(=O)NC1c1cccs1 (centres undefined) was read as PLCb3 inh 0, ASAP1 inh 19, ARFGAP1 inhibitor 4, Tn7 DDE FP 4, PLCg1 inh 2, UHRF1 MBD2 ctr 6, Tn6 DDE FP -3, Rev-erbA mod 6, proKLK7 act 0.2 and HGIII-sPLA2 inh 4.
For CCCC(=O)Nc1ccc(C(=O)Nc2nnc(COCC)s2)cc1 the results were PLCb3 inh 0, ASAP1 inh 2, ARFGAP1 inhibitor 12, Tn7 DDE FP 0, PLCg1 inh -1, UHRF1 MBD2 ctr 1, Tn6 DDE FP 5, Rev-erbA mod -1, proKLK7 act -0.3 and HGIII-sPLA2 inh 1.
COC(=O)[C@]12C[C@H](CC(=O)N3CCSCC3)C(=O)N(CCC3=CCCCC3)C1=C[C@H](C(C)C)O[C@@H]2C1CC1 was read as PLCb3 inh 4, Tn7 DDE FP -7, PLCg1 inh 3, UHRF1 MBD2 ctr 0, Tn6 DDE FP -6, Rev-erbA mod 2, proKLK7 act 0.2 and HGIII-sPLA2 inh 7.
`O=C(COC(=O)c1nsc(Cl)c1Cl)NC1CCCC1` gave PLCb3 inh -5, ASAP1 inh -11, ARFGAP1 inhibitor 8, Tn7 DDE FP 0, PLCg1 inh -1, UHRF1 MBD2 ctr 0, Tn6 DDE FP -3, Rev-erbA mod 0, proKLK7 act -0.2 and HGIII-sPLA2 inh 4.
